LANA DNA inh: KSHV C-LANA DNA binding inhibition | inhibition, % at 9 µM | MBP-C-LANA/FAM-LBS DNA binding, fluorescence polarization | AID 504423 | actives 0.078% (n = 340,000);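 active = highest replicate inhibition at or above 60% at 9 µM, even if other replicates fall short; inactive = all replicates below 60% inhibition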;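 also: 0% = neutral control wells and 100% = 4 µM acridine orange control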
NSD2 HMT inh: inhibitors of human histone methyltransferase NSD2. actives 0.54% (n = 310,000). inhibition, % at 12.5 µM. AID 743445. NSD2 peptide methylation, AlphaScreen, 120 min. O96028; in the data active = inhibition above about 50%
RTF Ca sens inh: cardiac RTF calcium desensitization; P19429+P45379; IANBD-labeled cardiac RTF, Ca2+ fluorescence; inhibition, % at 7.15 µM; AID 493244; actives 0.12% (n = 340,000);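 active = inhibition above the mean inhibition of all tested compounds plus 3 SD, cut at about 17% in these data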;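 also: assay run at fixed EC70 calcium of 1.6 mM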
Keap1-Nrf2 PPI: Keap1-Nrf2 (human) interaction inhibition; inhibition, % at 9.4 µM; AID 504523; actives 0.15% (n = 340,000); Keap1 Kelch-Nrf2 peptide fluorescence polarization, 1536-well; Q14145; in the data active = inhibition above about 12%;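 also: human Keap1 Kelch domain with fluorescein labeled Nrf2 9mer peptide probe; 0% = neutral control wells and 100% = peptide positive control; higher means more block of Keap1 binding to Nrf2 peptide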
Target sequence (Q14145 whole entry, looked up, the tested form may be a part): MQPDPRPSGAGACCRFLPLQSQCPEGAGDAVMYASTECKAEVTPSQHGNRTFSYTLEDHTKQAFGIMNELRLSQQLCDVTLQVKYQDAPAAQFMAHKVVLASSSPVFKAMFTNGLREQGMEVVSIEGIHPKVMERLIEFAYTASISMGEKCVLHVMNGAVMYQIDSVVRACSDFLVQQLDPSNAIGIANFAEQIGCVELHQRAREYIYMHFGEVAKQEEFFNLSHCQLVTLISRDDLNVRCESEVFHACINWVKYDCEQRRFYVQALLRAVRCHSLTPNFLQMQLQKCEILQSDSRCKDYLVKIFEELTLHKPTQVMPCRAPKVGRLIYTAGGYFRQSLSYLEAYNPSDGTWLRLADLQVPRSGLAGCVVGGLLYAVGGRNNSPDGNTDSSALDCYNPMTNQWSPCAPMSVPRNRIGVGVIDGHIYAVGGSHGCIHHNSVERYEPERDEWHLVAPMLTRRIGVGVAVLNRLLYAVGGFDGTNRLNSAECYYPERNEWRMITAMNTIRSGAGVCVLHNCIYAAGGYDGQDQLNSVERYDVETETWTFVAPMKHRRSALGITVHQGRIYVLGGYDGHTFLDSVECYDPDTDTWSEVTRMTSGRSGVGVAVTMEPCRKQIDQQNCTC
CAL PDZ FP-1: blocks peptide binding to human CAL PDZ domain | Q9HD26 | purified CAL PDZ, TMR-peptide fluorescence polarization, 1 h | inhibition, % at 20 µM | actives 0.02% (n = 330,000) | AID 504414;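 active = highest replicate inhibition of at least 40%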;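 also: plate controls were DMSO neutral control wells for no effect and unlabeled competitor peptide control wells for full effect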
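Material: tagged CAL PDZ domain; buffer or medium: 25 mM sodium phosphate pH 7.4, 150 mM NaCl, TCEP, IgG, Thesit; compound dosing: single point, 20 µM; schedule: 1 h incubation at room temperature before polarization reading; measured by: FP readout, S and P plane fluorescence; read-out basis: percent inhibition from loss of millipolarization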
CAL PDZ FP-2: blocks peptide binding to the human CAL PDZ domain. Q9HD26. purified CAL PDZ, TMR-peptide fluorescence polarization, 1 h. inhibition, % at 24.9 µM. AID 602252. actives 0.92% (n = 300,000);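 active = mean inhibition of at least 30% with at least half of replicates also reaching 30%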;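 also: 0% = DMSO neutral control and 100% = excess unlabeled competitor peptide PRC23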
Pemphigus Ab inh: blocks pemphigus antibody binding to human desmoglein-3; binding (percent of control), % at 10 µM; DSG3-coupled beads, scFv-anti-DSG3-GFP binding, flow cytometry; stronger effect = lower value; actives 0.48% (n = 310,000); P32926; AID 588358;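 active = binding more than 3 SD below its plate's average and above zero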;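 also: hits lower antibody fragment binding to DSG3; some compounds called inactive have numbers as strong as hits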
Arr AP2 block: blocks beta-arrestin peptide binding to AP2 adaptin; FITC-arrestin peptide / GST-AP2 beads, flow cytometry; AP2 beta2 appendage carries R879A mutation; inhibition, % at 10 µM; actives 0.31% (n = 340,000);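 active = inhibition above a set limit, near 3 SD of compounds lacking own fluorescence, cut at about 54% in these data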;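 also: plate controls were DMSO wells for no effect and 5 µM unlabelled arrestin peptide for full effect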
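System: GST-AP2 R879A glutathione beads. Medium: PBS with 0.05% Tween 20 and 0.1% BSA. Also added: FITC-arrestin peptide, 50 nM. Incubation: 12 min plus 1 h, RT. Measured by: high-throughput flow cytometry of beads, ex 488, em 535 nm. Evaluation: percent drop in bead-associated FITC signal.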
V-ATPase pHluor: regulators of yeast V-ATPase proton transport. actives 0.37% (n = 350,000). AID 504577. S. cerevisiae, pHLuorin cytosolic pH fluorescence. response, % at 10 µM; in the data active = response mostly above about 7.3%, no sharp cut-off; inactive = mostly below about 5.4%; also: actives read high; inactives centre near 0; some compounds called inactive have numbers as strong as hits; reference of the scale not given here
DAGLB inhibitor: blocks human DAGLB lipase activity | inhibition, % at 5.17 µM | actives 0.059% (n = 340,000) | HEK293T DAGLB membrane lysate, EnzChek fluorogenic substrate; in the data active = inhibition above about 34%;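 also: 0% = enzyme with vehicle and 100% = wells lacking enzyme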
Active calls of the source: *; nt = not tested or not shown; + = active, no number. Some of the compounds tested. The share of hits here may be higher or lower than overall.

SMILES	LANA DNA inh	NSD2 HMT inh	RTF Ca sens inh	Keap1-Nrf2 PPI	CAL PDZ FP-1	CAL PDZ FP-2	Pemphigus Ab inh	Arr AP2 block	V-ATPase pHluor	DAGLB inhibitor
Cc1[nH]c(=O)[nH]c(=O)c1CSCC(=O)OCC(=O)c1ccc(Br)cc1	0.8	-2	-1	2	nt	-2	101	-9	-2	0
Cc1cccc(C(CC(=O)NCc2ccco2)c2ccccc2)c1O (stereo not given)	-0.5	2	-3	-1	-0.5	+	102	-20	-2	-13
CC(=O)Nc1ccc(S(=O)(=O)NCCCN2CCN(Cc3ccccc3)CC2)cc1Cl	4.2	-2	-18	5	0.1	nt	114	19	3	3
Cc1ccc(-n2c3c(cc(C(=O)NCC(=O)c4ccccc4)c2=O)C(=O)CCC3)cc1	0.0	0	-3	-1	-1.2	-2	106	-15	3	-1
COc1cc(CNC(=O)c2cc3ccccc3oc2=O)cc(OC)c1OC	-1.1	-5	5	1	-1.1	-6	nt	-12	3	1
O=C(NCCOCCNC(=O)OCc1ccccc1)OCc1ccccc1	-1.0	24	-5	2	-0.7	nt	97	-5	-2	-2
Cc1cc(SCC(=O)OC(C)C(=O)N(C)c2ccccc2)nc2ccccc12 (stereo not given)	-2.3	-1	-10	-7	-0.4	4	102	0	-3	-2
CC(C)C(c1nnnn1C1CCCCC1)N1CCOCC1 (stereo not given)	0.1	-2	-11	6	-1.7	-3	83	16	-3	-3
Cc1sc2nc(CSCC(=O)N(C)c3ccccc3)[nH]c(=O)c2c1C	-2.1	0	-10	-8	-0.4	-3	108	7	1	0
COc1cccc(OC)c1OCC(O)CN1CCN(c2ccc(F)cc2)CC1 (stereo not given)	1.1	4	-11	-4	-0.5	-10	107	3	-3	-7
CCOC(=O)c1cc(C(=O)NC(C)c2ccccc2)c(=O)[nH]c1C (stereo not given)	-1.3	0	1	-5	-1.6	nt	98	0	-3	0
O=C(NC1CCCCC1)c1ccc(CN2CCOCC2)cc1	1.2	5	0	-4	-0.6	1	104	-5	-1	1
CCN1C(=O)C2(C(C#N)=C(N)Oc3c2c(C)nn3-c2ccccc2)c2ccccc21 (stereo not given)	-1.6	3	-4	-1	-0.7	-28	97	35	-2	1
O=C(CSc1nccn1-c1ccccc1)N1CCc2ccccc21	-0.7	8	0	-6	-2.6	4	124	5	1	-6
Fc1cccc(Cl)c1CSc1nnc(COc2cccc3cccnc23)o1	-0.7	nt	2	-2	-3.7	-2	99	-5	-2	-11
O=C(Nc1cccc(NC(=O)c2cccs2)c1)c1ccc([N+](=O)[O-])o1	-0.2	nt	0	-1	-2.5	-2	103	5	-1	0
Nc1nnc(CC(=O)N/N=C/c2ccc(-c3ccc(F)cc3)o2)s1	nt	1	nt	nt	nt	nt	103	1	-1	nt
Cc1cccc(S(=O)Cc2ccc(C(=O)N3CCOCC3)o2)c1 (stereo not given)	0.3	-6	-4	0	-3.2	1	96	0	3	-2
CC(C)n1cnc2c(NCc3ccccc3)cc(OCC3CCN(C)CC3)cc21	-9.0	nt	-4	-30	2.5	3	116	6	-1	-2
CN(C)C1=NC[C@H](Cc2ccccc2)N1CCc1ccc(F)cc1	-0.7	nt	-9	0	0.2	-1	95	-3	2	-1
CC1CC(=O)N(c2ccc(C(C)C)cc2)C(=O)C1	-2.3	10	-9	8	-1.0	0	108	-2	0	-6
O=C(CSc1nnc(-c2ccncc2)o1)Nc1cc(Cl)ccc1C(=O)O	0.5	nt	-9	-3	-1.2	-1	94	-8	-2	4
CCN(CC)S(=O)(=O)c1cc(-c2nnc(-c3ccc(Br)cc3)o2)ccc1Cl	-0.7	-2	3	-1	-0.9	-2	112	37	0	-2
COc1cccc(CN2CCNC(=O)C2CC(=O)NCCN2CCCCC2=O)c1 (stereo not given)	1.8	-3	0	-3	-1.7	-2	100	-2	1	-1
CC1(C)OCC(N)(CO)CO1	nt	4	nt	nt	nt	nt	111	nt	4	-4

13 of the compounds above, with two lines to a compound:
Under each structure: LANA DNA inh | NSD2 HMT inh | RTF Ca sens inh | Keap1-Nrf2 PPI | CAL PDZ FP-1 | CAL PDZ FP-2 | Pemphigus Ab inh | Arr AP2 block | V-ATPase pHluor | DAGLB inhibitor
> Cc1[nH]c(=O)[nH]c(=O)c1CSCC(=O)OCC(=O)c1ccc(Br)cc1
→ 0.8 | -2 | -1 | 2 | nt | -2 | 101 | -9 | -2 | 0
> Cc1cccc(C(CC(=O)NCc2ccco2)c2ccccc2)c1O (stereo not given)
→ -0.5 | 2 | -3 | -1 | -0.5 | + | 102 | -20 | -2 | -13
> CC(=O)Nc1ccc(S(=O)(=O)NCCCN2CCN(Cc3ccccc3)CC2)cc1Cl
→ 4.2 | -2 | -18 | 5 | 0.1 | nt | 114 | 19 | 3 | 3
> Cc1ccc(-n2c3c(cc(C(=O)NCC(=O)c4ccccc4)c2=O)C(=O)CCC3)cc1
→ 0.0 | 0 | -3 | -1 | -1.2 | -2 | 106 | -15 | 3 | -1
> COc1cc(CNC(=O)c2cc3ccccc3oc2=O)cc(OC)c1OC
→ -1.1 | -5 | 5 | 1 | -1.1 | -6 | nt | -12 | 3 | 1
> O=C(NCCOCCNC(=O)OCc1ccccc1)OCc1ccccc1
→ -1.0 | 24 | -5 | 2 | -0.7 | nt | 97 | -5 | -2 | -2
> Cc1cc(SCC(=O)OC(C)C(=O)N(C)c2ccccc2)nc2ccccc12 (stereo not given)
→ -2.3 | -1 | -10 | -7 | -0.4 | 4 | 102 | 0 | -3 | -2
> CC(C)C(c1nnnn1C1CCCCC1)N1CCOCC1 (stereo not given)
→ 0.1 | -2 | -11 | 6 | -1.7 | -3 | 83 | 16 | -3 | -3
> Cc1sc2nc(CSCC(=O)N(C)c3ccccc3)[nH]c(=O)c2c1C
→ -2.1 | 0 | -10 | -8 | -0.4 | -3 | 108 | 7 | 1 | 0
> COc1cccc(OC)c1OCC(O)CN1CCN(c2ccc(F)cc2)CC1 (stereo not given)
→ 1.1 | 4 | -11 | -4 | -0.5 | -10 | 107 | 3 | -3 | -7
> CCOC(=O)c1cc(C(=O)NC(C)c2ccccc2)c(=O)[nH]c1C (stereo not given)
→ -1.3 | 0 | 1 | -5 | -1.6 | nt | 98 | 0 | -3 | 0
> O=C(NC1CCCCC1)c1ccc(CN2CCOCC2)cc1
→ 1.2 | 5 | 0 | -4 | -0.6 | 1 | 104 | -5 | -1 | 1
> CCN1C(=O)C2(C(C#N)=C(N)Oc3c2c(C)nn3-c2ccccc2)c2ccccc21 (stereo not given)
→ -1.6 | 3 | -4 | -1 | -0.7 | -28 | 97 | 35 | -2 | 1

Results in RTF Ca sens inh, for two of the compounds above:
| mol | RTF Ca sens inh |
| --- | --- |
| Cc1ccc(-n2c3c(cc(C(=O)NCC(=O)c4ccccc4)c2=O)C(=O)CCC3)cc1 | -3 |
| COc1cc(CNC(=O)c2cc3ccccc3oc2=O)cc(OC)c1OC | 5 |

(continued)
SMILES	LANA DNA inh	NSD2 HMT inh	RTF Ca sens inh	Keap1-Nrf2 PPI	CAL PDZ FP-1	CAL PDZ FP-2	Pemphigus Ab inh	Arr AP2 block	V-ATPase pHluor	DAGLB inhibitor
COc1ccc(S(=O)(=O)NCC(c2cccnc2)N2CCN(Cc3ccccc3)CC2)cc1C (stereo not given)	-0.2	4	-2	-7	-2.2	-1	100	-9	-2	-1
Cc1ccc(C(=O)N/C(=C\c2ccco2)C(=O)N2CCCCC2)cc1	-0.1	-1	6	-1	-2.0	1	103	23	3	1
CS(=O)(=O)c1ccc(Cl)c(NC(=O)CCNC(=O)c2ccco2)c1	-1.2	0	-6	-3	-0.2	-4	100	-19	0	3
CCOC(=O)Oc1ccc2c(=O)c(Oc3cccc(C)c3)coc2c1	-0.1	-2	-2	2	-2.1	-5	100	19	-2	0
Cc1nc(=O)c(-c2ccccc2)c(C)n1CC1CCCO1 (stereo not given)	0.7	-1	5	1	0.6	3	104	16	6	7
Cc1ccccc1C(=O)NCCNC(=O)c1ccco1	1.0	-3	-23	0	-3.4	7	103	34	-4	-2
C(=N\Nc1ccccn1)/c1ccc(N2CCOCC2)cc1	-0.3	3	-8	-2	-1.7	-3	125	2	nt	4
CC(C)Cn1cc(C(=O)N2CCN(c3ccccn3)CC2)c2c3ccccc3n(C)c2c1=O	0.0	-2	0	-1	-0.6	-1	103	14	-1	0
O=C(NCCc1ccccn1)c1cc(-c2ccccc2Cl)nc2ccccc12	1.6	-2	-7	1	-2.2	-6	nt	-3	1	3
CCOC(=O)C1CCCN(C(=O)c2cccc3ccccc23)C1 (stereo not given)	1.1	-1	3	1	-1.2	-1	97	-7	0	0
COc1ccc([N+](=O)[O-])cc1NC(=O)C(C)OC(=O)c1ccccc1C(=O)c1ccc(Cl)cc1 (stereo not given)	1.6	-4	-3	1	-3.3	-2	98	10	4	-3
Cc1cc(-c2ccccc2)nc2cc(C(N)=O)nn12	-1.3	-1	-4	-4	-1.3	-1	nt	-5	3	4
C/C(NCc1cccnc1)=C(\C#N)C(=O)NCc1ccccc1	-2.0	-1	-2	0	-0.8	-1	99	3	1	1
COc1ccc(-c2coc3c(C)c4oc(=O)c(CCC(=O)O)c(C)c4cc23)cc1	-5.4	3	-8	-1	-5.6	-20	116	8	-1	4
COc1ccc(CC(=O)N(C)CC(=O)Nc2c(C)cccc2C)cc1S(=O)(=O)N1CCOCC1	-2.1	2	-2	1	-0.2	-1	nt	1	6	0
COc1cccc(C(=O)N2CCC(C(=O)NCc3ccco3)CC2)c1	-0.4	-1	-11	-1	1.0	0	101	7	1	-6
CCOCCCn1c(SCC(=O)Nc2cccc(S(=O)(=O)NC3=NCCCCC3)c2)nc2ccccc2c1=O	-1.8	nt	-5	-1	-1.5	-4	79	9	4	1
CCNc1nc(Oc2ccc(=O)n(-c3ccccc3)n2)nc(N2CCOCC2)n1	1.5	-1	-11	-2	0.7	-2	99	7	0	1
C[N+](C)(C)CCOC(=O)C1(c2ccccc2)CCCC1	0.0	1	-2	-4	2.0	-4	103	-15	1	-2
CCOCC(=O)Nc1cccc(C(=O)OCC)c1	6.0	-1	-2	4	-0.4	-3	108	6	1	0
